Bim-Bcl-2: inhibitors of Bim-Bcl-2 binding, primary screen, biochemical, multiplexed, human Bcl-2 family. inhibition, % at 10 µM. Bead-based flow cytometry, Bim peptide-Bcl-2 binding. Apoptosis regulator Bcl-2 (Homo sapiens), P10415. 190,000 tested, 0.06% active; in the data active = inhibition above about 40%; inconclusive = no clear call, values can overlap the other calls;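 also: 0% = no compound wells with probe peptide and 100% = reference peptide inhibitor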
Target sequence (P10415 whole entry, looked up): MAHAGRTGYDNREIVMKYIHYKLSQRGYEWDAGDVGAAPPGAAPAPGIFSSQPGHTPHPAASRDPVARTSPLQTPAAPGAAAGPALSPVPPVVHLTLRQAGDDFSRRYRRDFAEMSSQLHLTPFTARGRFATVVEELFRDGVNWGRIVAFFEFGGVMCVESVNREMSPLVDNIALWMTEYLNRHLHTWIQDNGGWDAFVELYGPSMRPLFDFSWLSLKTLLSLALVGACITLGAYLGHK
ABCB1 inh: ABCB1 efflux pump inhibitors, primary screen, cell-based, multiplex, flow cytometry, ABCG2 counter-screen. ATP-dependent translocase ABCB1 (Homo sapiens), P08183. CCRF-Adr cells, JC-1 efflux. inhibition, % at 6.6 µM. 190,000 tested, 0.067% active. AID 1326, 2008; in the data active = inhibition above about 40%;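 also: 0% = vehicle and 100% = reference inhibitor; higher value means more JC-1 retained so stronger ABCB1 efflux block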
Bim-Bcl-W: inhibitors of Bim binding to Bcl-W, primary screen, biochemical, multiplexed, bead-based flow cytometry; Bim peptide-Bcl-W binding; 190,000 tested, 0.02% active; AID 952, 2007; inhibition, % at 10 µM;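 also: 0% = bound tracer without compound and 100% = peptide blocker; higher means less fluorescent Bim peptide bound to Bcl-W beads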
RGS4-Gao reg: modulators of RGS4 binding to Galphao, primary screen, biochemical, multiplexed bead flow cytometry | Guanine nucleotide-binding protein G(o) subunit alpha (Homo sapiens), P09471 | actives lie on both sides | binding response (% of control), % at 10 µM | 220,000 tested, 0.33% active; in the data active = binding response below about 49% or above about 150%; inactive = in between;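 also: fluorescent Galphao activated with aluminum fluoride binding bead-coupled RGS4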
Target sequence (P09471 whole entry, looked up): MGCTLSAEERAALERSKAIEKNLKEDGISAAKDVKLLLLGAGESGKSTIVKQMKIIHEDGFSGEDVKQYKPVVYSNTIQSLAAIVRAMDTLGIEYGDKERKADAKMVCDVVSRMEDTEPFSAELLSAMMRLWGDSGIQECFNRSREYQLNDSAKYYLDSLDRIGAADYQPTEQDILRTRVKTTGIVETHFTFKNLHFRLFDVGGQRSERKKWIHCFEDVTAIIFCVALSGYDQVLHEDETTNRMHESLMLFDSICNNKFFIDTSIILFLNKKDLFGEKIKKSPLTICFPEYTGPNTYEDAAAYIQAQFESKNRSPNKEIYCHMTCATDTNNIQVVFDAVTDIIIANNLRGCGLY
Avidin fluor: green autofluorescence of compounds with avidin beads – biophysical, 488/530 nm, flow cytometry, artefact control, profiling panel. compound fluorescence 488/530 nm; hits give high values. fluorescence (KMESF) at 10 µM. 220,000 tested, 0.38% active; in the data active = fluorescence above about 47; also: inactives centre near 10
Bcl-XL Bim block: inhibitors of Bim-Bcl-XL binding, primary screen, biochemical, multiplexed, bead flow cytometry, human Bcl-XL; Bcl-2-like protein 1 (Homo sapiens), Q07817; inhibition, % at 10 µM; Bim peptide-Bcl-XL binding, fluorescence; 190,000 tested, 0.04% active
Target sequence (Q07817 whole entry, looked up): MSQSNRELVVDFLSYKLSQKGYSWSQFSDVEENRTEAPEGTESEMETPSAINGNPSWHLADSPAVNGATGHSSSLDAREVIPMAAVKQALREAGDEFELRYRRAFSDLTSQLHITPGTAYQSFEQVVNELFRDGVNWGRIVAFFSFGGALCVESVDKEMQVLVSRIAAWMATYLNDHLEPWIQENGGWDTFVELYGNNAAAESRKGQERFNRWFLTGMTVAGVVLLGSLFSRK
ABCG2 inh: ABCG2 efflux pump inhibitors, primary screen, multiplex with ABCB1, IgMXP3 cells, flow cytometry; inhibition, % at 6.6 µM; Broad substrate specificity ATP-binding cassette transporter ABCG2 (Homo sapiens), Q9UNQ0; JC-1 efflux; 190,000 tested, 0.1% active; AID 1325, 2008;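 active = inhibition above 80%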;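 also: 0% = DMSO and 100% = nicardipine control wells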
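System: two drug-resistant human cell lines, ABCG2 and ABCB1; controls: nicardipine high and DMSO low controls; times: 10 min exposure at 25 °C with rotation, no wash; detection: flow cytometry of retained JC-1 fluorescence; read-out basis: percent efflux inhibition, scaled nicardipine 100% to DMSO 0%; doses: one concentration, 6.6 µM final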
RGS7-Gao reg: RGS7-Galphao binding modulators, primary screen, biochemical, multiplexed bead flow cytometry; Guanine nucleotide-binding protein G(o) subunit alpha (Homo sapiens), P09471; actives lie on both sides; binding response (% of control), % at 10 µM; 220,000 tested, 0.35% active; AID 1439, 2008; in the data active = binding response below about 49% or above about 150%; inconclusive = no clear call, values can overlap the other calls; inactive = in between;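 also: fluorescent Galphao held in activated GDP-AlF4 state binding bead-coupled RGS7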
Bim-Bfl-1: inhibitors of Bim binding to Bfl-1, primary screen, biochemical, multiplexed, bead-based flow cytometry. inhibition, % at 10 µM. Bcl-2-related protein A1 (Homo sapiens), Q16548. AID 1008, 2008. Bim-Bfl-1 binding inhibition. 190,000 tested, 0.12% active;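 also: 0% = wells without compound plus tracer and 100% = blocker peptide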
GSH fluor: compound fluorescence on glutathione beads, profiling panel, artefact control, biophysical, 488/530 nm, flow cytometry; GSH beads flow cytometry, compound fluorescence 488/530 nm; hits give high values; fluorescence (KMESF) at 10 µM; 190,000 tested, 0.25% active; in the data active = fluorescence above about 89;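 also: glutathione beads carrying GST-tagged Bcl family fusion proteins plus one bare bead set; values are compound well signal with DMSO vehicle wells as background; inactives centre near 16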
Bim-Bcl-B: inhibitors of Bim-Bcl-B binding, primary screen, biochemical, multiplexed, human Bcl-2 family. inhibition, % at 10 µM. 190,000 tested, 0.073% active. AID 951, 2007. Bcl-2-like protein 10 (Homo sapiens), Q9HD36. bead-based flow cytometry, Bim peptide-Bcl-B binding;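 also: 0% = tracer peptide without compound and 100% = reference inhibitor peptide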
Target sequence (Q9HD36 whole entry, looked up): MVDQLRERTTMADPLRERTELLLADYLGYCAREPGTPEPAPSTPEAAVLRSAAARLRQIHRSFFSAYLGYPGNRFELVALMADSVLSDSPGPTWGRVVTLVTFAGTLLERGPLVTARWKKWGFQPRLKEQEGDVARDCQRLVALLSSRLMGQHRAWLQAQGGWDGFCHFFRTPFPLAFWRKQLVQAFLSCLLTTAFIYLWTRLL
Starred values were filed as active, the others as inactive; ? = inconclusive; nt = not tested or not shown. Rule as the data show it, unless noted: active = inhibition above about 40%.

Results follow in this order: Bim-Bcl-2 | ABCB1 inh | Bim-Bcl-W | RGS4-Gao reg | Avidin fluor | Bcl-XL Bim block | ABCG2 inh | RGS7-Gao reg | Bim-Bfl-1 | GSH fluor | Bim-Bcl-B
1) COc1ccccc1-c1cc(C(=O)NC(C)c2ccccc2)no1 (stereo not given)
 : -9 | 0.5 | -2 | 102 | 26 | -5 | 4 | 103 | -7 | 14 | -5
2) Cc1cc(NC(=O)Nc2cccc(C(F)(F)F)c2)n(C)n1
 : -2 | -0.3 | 2 | 101 | 9 | -2 | 3 | ? | -5 | 15 | -3
3) O=C1C2C3C=CC(CNS(=O)(=O)c4ccccc4)(O3)C2C(=O)N1c1ccc(Cl)cc1 (stereo not given)
 : -1 | 1.0 | -1 | 100 | 4 | -5 | 3 | 103 | -8 | 12 | -2
4) Cc1c(C(=O)NC(=S)Nc2ccccc2N2CCCC2)cccc1[N+](=O)[O-]
 : 0 | 1.7 | 0 | 102 | 12 | 1 | 9 | 101 | 1 | 5 | -1
5) CCCCOCCCNC(=O)C1CCCCC1
 : -3 | 0.1 | -5 | 84 | 4 | -9 | 0 | 51 | -5 | 31 | -5
6) CC(=O)COc1ccc2c(C)c(-c3ccccc3)c(=O)oc2c1
 : 5 | 0.9 | -5 | 95 | 10 | -2 | 5 | 95 | 6 | 23 | 4
7) Oc1c(C=NCc2ccccc2)sc2ccccc12
 : -1 | 0.0 | -1 | 94 | 8 | -1 | 1 | 95 | -4 | 14 | -3
8) COCCCN1C(=O)C(=O)/C(=C(/O)c2ccccc2)C1c1ccc2c(c1)OCO2 (stereo not given)
 : -9 | 0.4 | 1 | 103 | 15 | -3 | 2 | 102 | -15 | 11 | -4
9) COC(=O)c1ccc(NC(=O)c2ccc(N(C)S(C)(=O)=O)cc2)cc1
 : -1 | -1.5 | -5 | 106 | 9 | -7 | -5 | 105 | -5 | 27 | -5
10) Cc1ccc(C(=O)N2CCN(c3ncccn3)CC2)cc1S(=O)(=O)N1CCCCC1
 : -11 | 1.6 | -4 | 102 | 13 | -5 | -2 | 100 | -16 | 9 | -4

Some values from the list.
CC(=O)COc1ccc2c(C)c(-c3ccccc3)c(=O)oc2c1 | Bim-Bcl-W = -5
Oc1c(C=NCc2ccccc2)sc2ccccc12 | ABCG2 inh = 1

Laid out differently: entries from further up
5) CCCCOCCCNC(=O)C1CCCCC1
6) CC(=O)COc1ccc2c(C)c(-c3ccccc3)c(=O)oc2c1
8) COCCCN1C(=O)C(=O)/C(=C(/O)c2ccccc2)C1c1ccc2c(c1)OCO2 (stereo not given)
assay / entry | 5 | 6 | 8
Bim-Bcl-2 | -3 | 5 | -9
ABCB1 inh | 0.1 | 0.9 | 0.4
Bim-Bcl-W | -5 | -5 | 1
RGS4-Gao reg | 84 | 95 | 103
Avidin fluor | 4 | 10 | 15
Bcl-XL Bim block | -9 | -2 | -3
ABCG2 inh | 0 | 5 | 2
RGS7-Gao reg | 51 | 95 | 102
Bim-Bfl-1 | -5 | 6 | -15
GSH fluor | 31 | 23 | 11
Bim-Bcl-B | -5 | 4 | -4

The list goes on:
Results follow in this order: Bim-Bcl-2 | ABCB1 inh | Bim-Bcl-W | RGS4-Gao reg | Avidin fluor | Bcl-XL Bim block | ABCG2 inh | RGS7-Gao reg | Bim-Bfl-1 | GSH fluor | Bim-Bcl-B
11) COCCNC(=O)CN(c1ccc(C)cc1)S(=O)(=O)c1ccccc1
 : -8 | 0.0 | 0 | 104 | 5 | -8 | 0 | 106 | -14 | 26 | -6
12) Cc1ccn2c(C=O)c(-c3ccc(F)cc3)c(C=O)c2c1
 : -3 | -0.1 | -2 | 106 | 7 | -6 | 8 | 105 | -2 | 13 | 6
13) CCc1ccc(NC(=O)C2CC(=O)N(C(C)C)C2)cc1 (stereo not given)
 : -4 | 0.9 | -1 | 101 | 22 | -1 | 6 | 97 | -6 | 54 | 0
14) COc1ccc(Nc2nnc(SCc3cn4c(C)cccc4n3)s2)cc1
 : -7 | 0.2 | -5 | 97 | 3 | -6 | -3 | 99 | -7 | 16 | -6
15) Cc1cc(C)c(S(=O)(=O)NCC2CCC(C(=O)NCc3ccc4c(c3)OCO4)CC2)c(C)c1 (stereo not given)
 : -1 | 1.6 | -4 | 94 | 9 | -2 | 3 | 93 | -5 | 24 | -3
16) CCOc1ccc(NC(=O)CC2C(=O)N(C)C(=S)N2Cc2ccc3c(c2)OCO3)cc1 (stereo not given)
 : -2 | 0.0 | -3 | nt | nt | -4 | 0 | nt | 5 | 19 | -3
17) CCC1CCc2[nH]nc(C(=O)O)c2C1 (stereo not given)
 : 0 | 0.0 | 3 | 97 | 5 | 0 | 0 | 97 | -10 | 26 | -3
18) CC(C)(C)CN1CCNC(=O)C1CC(=O)N1CCOc2ccccc2C1 (stereo not given)
 : -1 | 1.9 | -3 | 100 | 8 | -4 | 8 | 100 | -5 | 10 | -3
19) Cc1ccc(SCCC(=O)Nc2c(C)n(C)n(-c3ccccc3)c2=O)cc1
 : -9 | -3.3 | 0 | 100 | 9 | -4 | -8 | 100 | -8 | 11 | -5
20) CC1(C)CN=C(N(Cc2ccccc2)C(=O)Nc2ccccc2)S1
 : -4 | 0.4 | -6 | 99 | 5 | -8 | 1 | 99 | -3 | 26 | -9
21) Cc1cc(NC(=O)CCC(=O)N(CC(=O)NC2CCCC2)c2ccccc2)no1
 : -10 | 0.0 | -10 | 100 | 9 | -13 | 0 | 101 | -11 | 34 | -16
22) CCOc1cc(C(=O)Nc2c3c(nn2C(C)(C)C)CS(=O)C3)cc(OCC)c1OCC (stereo not given)
 : -3 | 0.1 | 1 | 101 | 23 | -7 | 0 | 101 | -5 | 13 | -11
23) CCOC(=O)c1ccoc1CSCC(=O)N1CCN(S(=O)(=O)c2ccc(C)cc2)CC1
 : 0 | 2.5 | -2 | 96 | 24 | -1 | 4 | 93 | -2 | 11 | 2
24) CC(=O)Nc1sc(N/N=C\c2ccccc2Cl)nc1-c1cccs1
 : 0 | 0.4 | -3 | 97 | 15 | -3 | 1 | 98 | 4 | 9 | -12
25) CCN1CCC(CNCc2cn(-c3ccc(OC)cc3)nc2-c2ccccc2Cl)C1 (stereo not given)
 : 0 | 1.5 | -3 | 106 | 9 | -4 | 10 | 96 | -2 | 9 | 2
26) COC(=O)Cc1c(C)c2ccc(O)c(CN3CCCC(C)C3)c2oc1=O (stereo not given)
 : -2 | 0.6 | -1 | 101 | 25 | -4 | 1 | 104 | -1 | 11 | -4
27) Cc1ccc(C2(CCN)CCOC(C(C)C)C2)cc1 (stereo not given)
 : -4 | 0.2 | -7 | 101 | 13 | -10 | 3 | 100 | -13 | 20 | -15
28) CN(C)/C=N/NC(=O)c1ccc(Cl)cc1
 : -1 | 0.1 | -3 | 99 | 10 | 1 | -1 | ? | -4 | 13 | 0
29) O=C(O)c1cccc(OCc2ccccc2Cl)c1
 : -13 | 1.0 | 0 | 102 | 14 | -12 | 23 | 103 | -11 | 31 | -9
30) CCOC(=O)c1cc(Br)c(=O)n2ccccc12
 : -1 | -0.1 | 2 | 105 | 5 | 0 | 1 | 105 | -10 | 21 | -1

Three entries out of the list, ordered by molecular weight, descending:
Results follow in this order: Bim-Bcl-2 | ABCB1 inh | Bim-Bcl-W | RGS4-Gao reg | Avidin fluor | Bcl-XL Bim block | ABCG2 inh | RGS7-Gao reg | Bim-Bfl-1 | GSH fluor | Bim-Bcl-B
24) CC(=O)Nc1sc(N/N=C\c2ccccc2Cl)nc1-c1cccs1
 : 0 | 0.4 | -3 | 97 | 15 | -3 | 1 | 98 | 4 | 9 | -12
29) O=C(O)c1cccc(OCc2ccccc2Cl)c1
 : -13 | 1.0 | 0 | 102 | 14 | -12 | 23 | 103 | -11 | 31 | -9
28) CN(C)/C=N/NC(=O)c1ccc(Cl)cc1
 : -1 | 0.1 | -3 | 99 | 10 | 1 | -1 | ? | -4 | 13 | 0

Additional records follow.
Results follow in this order: Bim-Bcl-2 | ABCB1 inh | Bim-Bcl-W | RGS4-Gao reg | Avidin fluor | Bcl-XL Bim block | ABCG2 inh | RGS7-Gao reg | Bim-Bfl-1 | GSH fluor | Bim-Bcl-B
31) O=C1SC(SCc2ccccc2Cl)=N/C1=C\c1ccc(C(=O)O)cc1
 : -3 | 0.2 | -2 | 100 | 11 | 0 | 5 | ? | -4 | 19 | -2
32) CC(NC(=O)C1CCN(S(=O)(=O)N2CCCCCC2)CC1)c1ccccc1 (stereo not given)
 : -3 | -0.1 | -2 | 91 | 17 | 0 | 0 | 92 | 0 | 5 | 0
33) O=c1cc(-c2cccc3ccccc23)[nH][nH]1
 : -12 | 0.4 | 1 | 101 | 37 | -4 | 3 | 99 | -20 | 26 | -8
34) CN(C)c1nc2ccc(OCCN3CCCCC3)cc2s1
 : -7 | 1.2 | -1 | 100 | 11 | -8 | 2 | 100 | -16 | 23 | -5
35) O=C(Nc1ccc(CSc2ccccc2)cc1)c1ccc(CN2CCOCC2)cc1
 : -2 | nt | -3 | 103 | 11 | -8 | 14 | 101 | 5 | 10 | -3
36) O=C(CCC(=O)N1CCCC1)Nc1ccc([N+](=O)[O-])cc1
 : -2 | 0.5 | 0 | 103 | 9 | -1 | 17 | ? | -5 | 16 | -5
37) CC(C)CC(=O)NC1(C(F)(F)F)NC(=O)N(c2ccccc2)C1=O (stereo not given)
 : -4 | -0.3 | -4 | 103 | 10 | -2 | -3 | 107 | -3 | 10 | -5
38) C=CCn1c(NC(=O)c2ccc(Br)o2)c(C(=O)OCC)sc1=S
 : -12 | 0.4 | -7 | 101 | 10 | 2 | 3 | 113 | 11 | 17 | -40
39) COC(=O)C1=C(N)Oc2cc(C)oc(=O)c2C1c1cccnc1 (stereo not given)
 : -4 | 0.1 | 3 | 107 | 6 | -11 | 0 | 104 | -12 | 45 | -5
40) O=C(Cn1cc(C(F)(F)F)cc(Cl)c1=O)Nc1cc(S(=O)(=O)N2CCOCC2)ccc1Cl
 : -5 | 0.7 | -3 | 100 | 11 | -2 | 11 | 100 | -3 | 11 | -1
41) Cc1ccc(OC(C)C(=O)Nc2ccc(C)c(S(=O)(=O)Nc3ccc(C)cc3C)c2)cc1 (stereo not given)
 : 0 | 1.2 | 1 | 100 | 3 | -4 | 4 | 98 | 0 | 5 | -2
42) COc1ccc2cc(C3OCCO3)c(Cl)nc2c1
 : 3 | 0.6 | 4 | 98 | 7 | 4 | 3 | 101 | -1 | 28 | 3
43) Cc1nn(Cc2ccc(Cl)cc2)c(C)c1NC(=O)CSc1n[nH]c(C)c1[N+](=O)[O-]
 : -11 | 1.0 | -4 | 106 | 11 | -5 | 23 | 101 | -15 | 9 | -9
